High-throughput results as filed in PubChem.
D1 antagonist: blocks dopamine activation of the human D1 receptor; HEK293 TREx D1 cells, calcium flux, dopamine EC80; active compounds read low; activity change, negative = inhibition, % at 10 µM; AID 504652; P21728; 360,000 compounds, 3.2% hits; in the data active means activity change below about -30%; further: on the % scale 0 is the no-effect control and ±100 the full control effect
Target sequence (P21728 whole entry, looked up): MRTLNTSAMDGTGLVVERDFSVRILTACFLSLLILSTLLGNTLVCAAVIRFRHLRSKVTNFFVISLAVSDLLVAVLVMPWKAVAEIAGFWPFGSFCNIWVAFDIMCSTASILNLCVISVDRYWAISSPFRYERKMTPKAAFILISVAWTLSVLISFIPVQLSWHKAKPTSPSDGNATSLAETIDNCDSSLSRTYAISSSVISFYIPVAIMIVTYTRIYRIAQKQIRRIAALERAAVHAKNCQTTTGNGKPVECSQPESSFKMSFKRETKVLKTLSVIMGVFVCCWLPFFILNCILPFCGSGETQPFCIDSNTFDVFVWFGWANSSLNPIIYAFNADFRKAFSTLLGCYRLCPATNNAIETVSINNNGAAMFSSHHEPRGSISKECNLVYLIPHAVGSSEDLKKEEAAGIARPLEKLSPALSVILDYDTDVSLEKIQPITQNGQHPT
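Allosteric or orthosteric antagonism assessed as attenuation of the calcium response to EC80 dopamine, added 180 s after compound, in induced HEK293 Trex D1 cells loaded with no-wash calcium dye.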
Glioma ERSR ind: inducers of ER stress response in human glioma cells; U87-MG GRP78 promoter luciferase reporter, 16 h; Potency, µM, without a hit: at the highest dose activation, usual class: activators; 420,000 compounds, 0.02% hits; further: potency means the concentration at half of the fitted maximal effect; series mostly up to about 76 µM; % of control where 0% means no effect; nearly all actives have a fitted effect of over 35% in size
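ERSR induction read as luciferase luminescence (Bright-Glo, 10 min at room temperature) in stably transfected human U87-MG glioma cells exposed to compounds for 16 h, using GRP78 as sensor.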
D2 potentiator: D2 dopamine receptor (human) potentiation; potentiation, % at 10 µM; HEK293 T-REx D2, calcium flux, EC20 dopamine potentiation; 340,000 compounds, 0.34% hits; P14416; AID 485347;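 active means potentiation over 3 SD above the plate norm, cut at about 30% in these data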; further: 0% is about no effect
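Potentiation of an EC20 dopamine calcium response is measured in a force-coupled, tetracycline-inducible Hek293 Trex D2 line. Compound-only kinetic reads over 180 s flag agonists before dopamine addition.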
RXFP1 agonist: agonists of human relaxin receptor RXFP1; Q9HBX9; 370,000 compounds, 0.3% hits; HEK293T-RXFP1 cAMP TR-FRET, 30 min; response scale: percent of porcine relaxin response, buffer zero; Potency, µM (doses to about 57.5 µM), for the others: at the highest dose activation, usual class: activators; further: potency means the concentration at half of the fitted maximal effect; on the % scale 0 is the no-effect control and ±100 the full control effect; nearly all actives have a fitted effect of over 60% in size; many of its hits are not listed in these tables
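HEK293 cells stably expressing RXFP1, treated 30 min at 37C with compounds plus PDE4 inhibitor Ro 20174; cAMP measured by HTRF TR-FRET. Normalized to buffer and 29 nM porcine relaxin; EC50 by Hill fit.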
LDHA inh: blocks human lactate dehydrogenase A | 480,000 compounds, 0.15% hits | activity change, % (values are at about 110 or 230 µM) | purified LDHA, NADH/diaphorase-resazurin fluorescence; active compounds read low | P00338; in the data active means activity change below about -30%; inconclusive means mostly about -25% to -30%;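 further: plate controls were DMSO wells for no effect and wells without enzyme for full effect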
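Human LDH5 (2 nM) was incubated with 0.06 mM NADH and 0.2 mM pyruvate for 5 min at room temperature in Tris pH 7.4. Remaining NADH was coupled through diaphorase/resazurin, and resorufin fluorescence was read at 0 and 20 min.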
D1 potentiator: potentiators of human D1 dopamine receptor; HEK293 TREx D1 cells, calcium flux, dopamine EC20 potentiation; potentiation, % at 10 µM; 360,000 compounds, 0.036% hits; AID 504651; in the data active means potentiation above about 30%; further: 0% is about no effect
Vif-A3F inh: blocks the Vif interaction with APOBEC3F; HeLa A3F-eYFP + Vif (tagged APOBEC3F with the HIV-1 protein that degrades it), YFP fluorescence increase; Potency, µM (top dose mostly 46.1 µM), inactives show at the top dose activity, negative = active; 390,000 compounds, 0.2% hits; AID 602313; further: potency means the concentration at half of the fitted maximal effect; % of control where 0% means no effect; nearly all actives have a fitted effect of over 65% in size
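Fluorescence increase (Ex 488/Em 500-530) after overnight compound treatment at 37 deg C flags inhibition of Vif-driven A3F-eYFP loss in stable HeLa A3F-eYFP/Vif cells seeded overnight beforehand.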
Vif-A3G inh: blocks the Vif interaction with human APOBEC3G | Potency, µM (highest dose often 46.1 µM), for the others: top-dose activity, negative = active, usual class: inhibitors | Q9HC16 | AID 602310 | HeLa A3G-eYFP + Vif (tagged APOBEC3G with the HIV-1 protein that degrades it), YFP fluorescence, overnight | 410,000 compounds, 0.076% hits;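 further: potency means the concentration at half of the fitted maximal effect; on the % scale 0 is the no-effect control and ±100 the full control effect; nearly all actives have a fitted effect of over 60% in size; hits raise eYFP signal because A3G escapes Vif-driven loss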
Target sequence (Q9HC16 whole entry, looked up): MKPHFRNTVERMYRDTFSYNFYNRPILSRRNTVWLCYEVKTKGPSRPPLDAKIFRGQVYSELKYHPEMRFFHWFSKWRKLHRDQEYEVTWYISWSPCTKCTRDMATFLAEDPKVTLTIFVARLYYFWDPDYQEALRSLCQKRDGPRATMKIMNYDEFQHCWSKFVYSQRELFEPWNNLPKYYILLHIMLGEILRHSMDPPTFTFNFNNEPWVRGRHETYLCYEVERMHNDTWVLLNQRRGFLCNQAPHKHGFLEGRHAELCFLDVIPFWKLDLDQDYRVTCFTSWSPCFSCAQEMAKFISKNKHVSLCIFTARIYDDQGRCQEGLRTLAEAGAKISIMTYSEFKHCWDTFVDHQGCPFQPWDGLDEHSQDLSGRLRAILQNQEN
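Read-out is eYFP fluorescence (Ex 488/Em 500-530) from Vif-expressing HeLa A3G-eYFP cells; more signal means A3G escaped Vif-mediated degradation. Cells plated overnight, compound pinned in, incubated overnight at 37 deg C.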
D1 ag: activates the human D1 dopamine receptor. P21728. HEK293 T-REx D1 cells, calcium flux, agonist mode. 360,000 compounds, 1% hits. AID 504660. activation, % at 2 µM; in the data active means activation above about 30%; further: 0% is about no effect
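Agonism was scored from calcium flux recorded over 180 s (1 read/s) after pintool compound addition, following a 10-cycle baseline. Cells were inducible force-coupled HEK293 TREx D1, plated overnight at 30 C and loaded with no-wash calcium dye.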
* hit, by the source's call; ? = inconclusive; . = not tested or not shown; & = joins results of further samples. Unless noted, the call rests on the fitted dose curve; in most records, active means well fitted curve in the direction sought with a large enough effect; inconclusive means small, poorly fitted or top-dose-only effect, or another doubt; inactive means no such curve, though single readings can be large; an effect the other way counts as inactive or inconclusive. The list is partial; count on the stated rates, not on these rows.

SMILES	D1 antagonist	Glioma ERSR ind	D2 potentiator	RXFP1 agonist	LDHA inh	D1 potentiator	Vif-A3F inh	Vif-A3G inh	D1 ag
O=C(Cc1ccc(F)cc1)NC1CC(=O)N(c2ccc3c(c2)OCCO3)C1 (stereo not drawn)	.	-1%	5	1.0%	-8	-2	8%	4%	1
Cc1csc2nc(O)c(C(=O)NCCC3=CCCCC3)c(=O)n12	4	-3%	-19	2.7%	4	5	-20%	-6%	3
Cc1cc(C)c(NC(=O)Nc2ccccc2)c(C)n1	-10	-5%	1	3.0%	-3	1	3%	0%	5
CCOC(=O)c1c(NC(=O)CC2Nc3ccccc3NC2=O)sc(C)c1C (stereo not drawn)	-1	-2%	14	3.0%	-7	2	?	0%	0
CC(=O)OC1CCC2(C)C3=CCC4(C)C(C(C)=O)=CCC4C3CCC2C1 (stereo not drawn)	.	-4%	.	.	-2	.	-6%	1%	.
Cc1cc(C(=O)CN2C(=O)NC(C)(c3cccc(Br)c3)C2=O)c(C)n1Cc1ccco1 (stereo not drawn)	-37*	-4%	7	0.1%	-2	4	-13%	-4%	2
CN(C)CCCN(C(=O)C1COc2ccccc2O1)c1nc2ccc(F)cc2s1 (stereo not drawn)	-30	2%	-4	0.1%	-5	-1	-7%	9%	1
CCC(NC(=O)Nc1ncccc1C)(C(F)(F)F)C(F)(F)F	-7	-3%	-6	-0.4%	3	-7	-1%	1%	3
O=C(NC1C2CC3CC(C2)CC1C3)C1CC1 (stereo not drawn)	0	-1%	-3	1.0%	-7	10	-10%	-7%	4
CCS(=O)(=O)Nc1cccc(C(=O)O)c1	-12	-4%	12	6.2%	-4	2	-15%	5%	1
CC1CCc2sc3ncn4nc(C(=O)NCc5ccco5)nc4c3c2C1 (stereo not drawn)	3	-3%	6	4.8%	-2	0	2%	-1%	1
O=C(O)CC(NC(=O)Cc1ccccc1)c1cc([N+](=O)[O-])ccc1Cl (stereo not drawn)	10	-2%	-4	-1.7%	-15	-2	13%	4%	1
O=C(NNC(=O)c1ccc(Cl)nc1)c1ccncc1	3	-1%	-9	2.3%	-12	-4	0%	0%	3
CC(=O)c1c[nH]c(C(=O)NCc2cccc(C(F)(F)F)c2)c1	16	1%	11	-0.6%	-6	-1	-11%	0%	0
COc1ccc2c(c1)C(c1cccs1)=NNC(c1cccnc1)=N2	-4	-1%	15	3.5%	-1	-3	-8%	-11%	0
O=C(COC(=O)c1cc([N+](=O)[O-])ccc1N1CCOCC1)c1ccc(F)cc1	-2	-1%	-11	1.7%	1	2	8%	-2%	2
COC(=O)CN(C#N)c1nc(SC)nc(N(C)C)n1	-3	-5%	4	1.2%	-4	-2	-3%	-1%	2
CCOc1cc(CNC)ccc1OCC(=O)NC(C)(C)C	-4	0%	12	-0.6%	-6	-8	3%	0%	0
COc1ccc(CSc2nnnn2-c2ccc(C(N)=O)cc2)cc1[N+](=O)[O-]	-23	-2%	0	0.7%	1	-3	-3%	1%	5
CCc1ccc(NC(=O)c2nnn(Cc3cccc(C(F)(F)F)c3)c2N)cc1	-7	0%	14	1.3%	-3	0	2%	4%	4
O=C(Nc1ccccc1-c1ccccc1)c1cccc(C(F)(F)F)c1	14	-3%	-6	1.6%	0	-2	-3%	-10%	6
CC1CCN(S(=O)(=O)c2nnc(NC(=O)c3cccc(F)c3)s2)CC1	5	-1%	-5	-3.0%	-8	5	9%	5%	2
CCN(C(=O)COC(=O)/C=C/c1ccc(O)c(OC)c1)C1CCS(=O)(=O)C1 (stereo not drawn)	-4	-3%	-7	-0.5%	5	-2	0%	-1%	4
Cc1nc2ccccc2n1C(=O)N1CCOCC1	-5	-6%	3	2.1%	-4	-4	-14%	1%	0
O=C(Nc1ccccc1Cl)c1ccc(F)c(S(=O)(=O)NCc2ccc(Cl)c(Cl)c2)c1	-7	-1%	0	0.2%	-1	1	0%	3%	1

Later entries.
SMILES	D1 antagonist	Glioma ERSR ind	D2 potentiator	RXFP1 agonist	LDHA inh	D1 potentiator	Vif-A3F inh	Vif-A3G inh	D1 ag
COc1ccc(Cl)cc1NC(=S)N(CCN1CCOCC1)C1CCN(C(C)=O)CC1	10	-6%	.	1.0%	-5	9	1%	-1%	4
Cc1ccc2cc(C)c3nnc(SCC(=O)Nc4nc5c(s4)CCCC5)n3c2c1	5	.	2	2.1%	.	3	.	.	0
O=CN1CCN(C(=O)CC(c2ccccc2)c2cc(Br)ccc2O)CC1 (stereo not drawn)	-23	-3%	1	1.0%	-7	20	-2%	-2%	0
O=C(CSc1nnnn1-c1cccc2ccccc12)Nc1ccc(N2CCOCC2)c(Cl)c1	4	1%	15	0.7%	-3	3	-5%	0%	0
O=C(Nc1ccccc1N1CCOCC1)C1CCN(S(=O)(=O)c2ccccc2F)CC1	-5	-3%	-1	6.4%	-6	-2	3%	-1%	0
COc1cccc(-c2nnc(SCC(=O)NCc3ccc4c(c3)OCO4)n2Cc2ccco2)c1	2	-2%	.	0.8%	-2	6	11%	-3%	3
O=[N+]([O-])c1cc([N+](=O)[O-])c2nonc2c1Nc1ccc(O)cc1	-7	2%	-8	-5.9%	16	-4	0%	-1%	4
Cc1occc(=O)c1O	8	-4%&-3%	-9	0.2%	4	4	6%	-2%	2
CCN(CC)C(=O)CSc1nnc(-c2ccc(S(=O)(=O)NCc3ccccc3Cl)cc2)o1	-33*	-4%	-7	2.3%	-3	-8	-19%	0%	3
COc1ccccc1OCC(=O)Nc1ccc2c(c1)OCO2	3	6%	0	2.2%	5	2	1%	0%	0
Cc1ccc(C(=O)NN2C(=O)C3C4C=CC([C@@H]3C2=O)C42CC2)cc1 (stereo partly drawn)	-8	-4%	0	5.6%	-2	-3	-5%	3%	1
c1ccc(-c2nnc(CN3CCN(c4ccccn4)CC3)o2)cc1	-4	-2%	-21	3.1%	-4	-1	-2%	3%	2
CCOc1ccc(C2C(C#N)=C(N)Oc3cc(C)n(Cc4ccco4)c(=O)c32)cc1OC (stereo not drawn)	-1	-5%	8	2.7%	-6	-1	3%	-11%	2
COc1ccc(NC(=O)c2ccc3c(=O)n4nc(Nc5cccc(Cl)c5C)sc4nc3c2)cc1	-5	-2%	-5	6.5%	-2	-3	-27%	-1%	1
Cc1ccc(S(=O)(=O)N(CCCO)CC(O)CON=C2c3ccccc3-c3ccccc32)cc1 (stereo not drawn)	-28	-1%	.	-0.2%	1	-8	-8%	-4%	7
CCOC(=O)N1[C@@H]2C=C(C)[C@@H]2[C@@H]2[C@@H](C)C(=O)N21	0	-3%	5	0.7%	-6	-8	10%	3%	4
Cc1cc(OCc2ccc(C(=O)Nc3ccc(C(=O)O)cc3)o2)ccc1Cl	-6	-4%	5	2.4%	-4	-2	6%	3%	1
O=C(CC1CC2CCC1C2)Nc1nc(-c2ccccn2)cs1 (stereo not drawn)	-24	-1%	-2	1.3%	2	1	13µM*	1%	2
CC(C)(CSc1ccccn1)NS(=O)(=O)c1ccccc1	1	-5%	3	0.0%	-3	5	-13%	-6%	0
Cn1cccc1/C=C1\Cc2ccccc2C1=O	7	-4%	.	0.2%	-4	1	-3%	7%	4
COc1cccc(NC(=O)COC(=O)CC2CC3CCC2C3)c1 (stereo not drawn)	.	-1%	.	.	1	.	-10%	-6%	.
CCOC(=O)Cc1cnc(NC(=O)Cn2nnc(-c3ccc(OCC)cc3)n2)s1	1	-1%	2	0.7%	-5	-6	0%	0%	16
CCOc1ccc(CCNC(=O)c2c(C)nn(-c3ccccc3)c2Cl)cc1OCC	-14	1%	3	0.6%	2	1	1%	2%	3
COc1ccc(S(=O)(=O)NCC(=O)N(CC(=O)NCC2CCCO2)c2c(C)cccc2C)cc1 (stereo not drawn)	2	-4%	5	0.5%	-7	-5	-1%	2%	1
O=C(CSc1ccc(-c2ccc(F)cc2)nn1)N1CCN(c2ccccc2)CC1	2	-5%	14	0.3%	-1	3	2%	2%	0

Ordered by molar mass (largest number first): some entries from above
SMILES	D1 antagonist	Glioma ERSR ind	D2 potentiator	RXFP1 agonist	LDHA inh	D1 potentiator	Vif-A3F inh	Vif-A3G inh	D1 ag
c1ccc(-c2nnc(CN3CCN(c4ccccn4)CC3)o2)cc1	-4	-2%	-21	3.1%	-4	-1	-2%	3%	2
O=C(CC1CC2CCC1C2)Nc1nc(-c2ccccn2)cs1 (stereo not drawn)	-24	-1%	-2	1.3%	2	1	13µM*	1%	2
COc1ccccc1OCC(=O)Nc1ccc2c(c1)OCO2	3	6%	0	2.2%	5	2	1%	0%	0

Following part
SMILES	D1 antagonist	Glioma ERSR ind	D2 potentiator	RXFP1 agonist	LDHA inh	D1 potentiator	Vif-A3F inh	Vif-A3G inh	D1 ag
Cc1cc(Oc2ccc(=O)n(C)n2)nc(SCCOc2ccccc2)n1	0	1%	0	1.3%	-13	-1	8%	-2%	3
O=C1CN(C(=O)CSc2nc3ccccc3c(=O)n2Cc2ccc(F)cc2)c2ccccc2N1	-59*	-6%	2	2.2%	4	-8	0%	-13%	10
COc1cc2c(cc1OC)CN(C(=O)c1sccc1C)CC2	11	1%	2	0.5%	-6	-4	3%	-1%	3
CCOC(=O)/C(=C\C=C1/Sc2cc(OCC)c(OCC)cc2N1CC)C(C)=O	-43*	-3%	-11	-0.1%	0	2	-89%	9%	329*
CCOC(=O)C1CCCN(c2cc(NCCCO)c([N+](=O)[O-])c3nonc23)C1 (stereo not drawn)	-12	.	9	2.5%	.	0	.	.	0
Cc1ccccc1CS(=O)(=O)Cc1ccc(C(=O)NCc2cccnc2)o1	-6	-2%	13	-1.6%	-3	0	-10%	-1%	-2
CCOC(=O)C[N+](CC)(CC)CC#Cc1ccccc1	6	-2%	-1	1.2%	-5	-2	0%	1%	3
Cn1c(=O)c2c(nc(CN3CCN(Cc4ccccc4)CC3)n2Cc2ccccc2)n(C)c1=O	5	.	-10	0.2%	-9	-14	.	.	1
CCOC(=O)c1ccc(N2CCOCC2)c(NS(=O)(=O)c2ccc(F)cc2)c1	6	0%	.	0.5%	-6	-2	-6%	-7%	4
